ERK AVP inh – vasopressin-driven ERK pathway inhibition. HEK293-V1b, vasopressin-stimulated pERK AlphaScreen. Potency, µM (titrated, usually from 57.5 µM), for the others: top-dose activity, negative = inhibition, actives largely listed as inhibitors. 72,000 tested, 0.99% active; also: potency is read from the fitted curve at half-maximal effect; % is scaled to controls: 0 for no effect and ±100 for the full control effect; nearly all actives have a fitted effect of over 55% in size
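qHTS, compounds titrated on V1b-expressing HEK293 cells. Preincubation 30 min at 37C, vasopressin 25 nM for 5 min, lysis 10 min, bead incubation 5 hr at room temperature.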
Fluorescein fluor – compound fluoresces in the fluorescein spectral region. 59,000 tested, 0.91% active. Compound autofluorescence, 480/540 nm, fluorescein-equivalent; hits give high values. max fluorescein-equivalent concentration, M. AID 593; in the data active = max fluorescein-equivalent concentration above about 10 nM; inconclusive = between about 1.1 nM and that limit
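In this qHTS profile, compound fluorescence was measured with a 480 nm/540 nm filter pair following a 15-min room-temperature incubation in 100 mM Tris (pH 8.0). A six-point fluorescein series on each plate served for normalization.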
TexasRed autofl – Texas Red region autofluorescence; AID 587; max dye-equivalent concentration, M; Compound fluorescence, Texas Red channel, 547/618 nm; hits give high values; 59,000 tested, 0.06% active; in the data active = max dye-equivalent concentration above about 10 nM; inconclusive = between about 1.1 nM and that limit
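Pin-transferred compounds and Texas Red standards go into 100 mM Tris buffer, pH 8.0. After 15 min at room temperature, plates are imaged with 547/618 nm filters. Each value is a dye-equivalent concentration derived from the per-plate dye curve.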
Rhodamine autofl – compound autofluorescence in rhodamine spectral region | Rhodamine-region fluorescence, 547/598 nm, Tris buffer; hits give high values | max dye-equivalent concentration, M | 59,000 tested, 0.05% active | AID 594; in the data active = max dye-equivalent concentration above about 11 nM; inconclusive = between about 1.1 nM and that limit
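Intensities are converted to rhodamine-equivalent concentration using a six-point rhodamine standard on each plate. Compounds sit 15 min at room temperature in 100 mM Tris buffer, pH 8.0; read uses the 547/598 nm excitation/emission pair.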
Casp7 inh – blocks human caspase-7 allosterically or competitively. recombinant caspase-7, Ac-DEVD-AFC fluorescence rate. AID 889. Potency, µM (top dose mostly 57.5 µM), for the others: at the top dose activity change, negative = inhibition, usual class: inhibitors. 75,000 tested, 0.02% active; active = well fitted inhibition curve with a large enough effect in the main read-out, with a control signal flat, not every such curve was filed as active; inconclusive = small, poorly fitted or top-dose-only effect, or a change in a side signal; also: potency is read from the fitted curve at half-maximal effect; % of control where 0% means no effect
Target sequence (P55210 24-198 limits assumed): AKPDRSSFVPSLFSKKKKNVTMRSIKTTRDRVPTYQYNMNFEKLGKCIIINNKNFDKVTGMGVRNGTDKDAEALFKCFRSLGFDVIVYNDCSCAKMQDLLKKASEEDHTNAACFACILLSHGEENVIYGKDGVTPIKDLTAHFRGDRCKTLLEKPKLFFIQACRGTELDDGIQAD
Target sequence (P55210 207-303 limits assumed): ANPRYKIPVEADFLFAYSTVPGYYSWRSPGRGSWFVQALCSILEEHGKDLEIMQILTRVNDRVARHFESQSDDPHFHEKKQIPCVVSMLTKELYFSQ
HADH2 inhib – inhibitors of human HADH2 dehydrogenase; AID 886; 73,000 tested, 3.4% active; Potency, µM (series often up to 57.1 µM), for inactives: top-dose activity change, negative = inhibition, hits mostly inhibitors; recombinant HADH2, NADH fluorescence, beta-hydroxybutyryl-CoA; Q99714; also: potency is read from the fitted curve at half-maximal effect; % is scaled to controls: 0 for no effect and ±100 for the full control effect; nearly all actives have a fitted effect of over 60% in size; many of its hits are not listed in these tables
Target sequence (Q99714 whole entry, looked up, one chain of several): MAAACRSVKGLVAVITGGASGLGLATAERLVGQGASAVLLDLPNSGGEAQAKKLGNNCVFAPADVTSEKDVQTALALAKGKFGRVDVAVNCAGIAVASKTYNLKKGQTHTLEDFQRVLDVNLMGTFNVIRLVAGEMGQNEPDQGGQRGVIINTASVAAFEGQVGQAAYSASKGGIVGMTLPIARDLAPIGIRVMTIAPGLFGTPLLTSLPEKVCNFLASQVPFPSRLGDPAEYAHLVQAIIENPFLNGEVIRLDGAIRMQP
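20 nM HADH2 + cpd, 15 min RT; add 1 mM NAD+/90 uM beta-hydroxybutyryl-CoA; kinetic fluorescence 360/450 nm, 4 min. Tris-HCl pH 9.0, 0.01% Tween-20.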
Tau filament bind – binds recombinant human tau filaments | P10636 | recombinant tau filaments, thioflavin S fluorescence, 15 h; filaments grown with octadecylsulfate alongside compound | Potency, µM (titrated, usually from 57.1 µM), for inactives: top-dose activity change, negative = inhibition | 71,000 tested, 2% active;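 also: potency is read from the fitted curve at half-maximal effect; % is scaled to controls: 0 for no effect and ±100 for the full control effect; actives lower thioflavin S fluorescence by blocking filaments or displacing dye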
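Quantitative HTS: thioflavine S signal from ODS-induced tau filaments, excited at 450 nm, emission 510 nm. Conditions: 1 uM tau, 30 uM ODS, 15 h at 37 C, pH 7.4.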
Caspase-1 inhib – allosteric or competitive inhibitors of human caspase-1. Caspase-1 enzyme, Ac-WEHD-AFC fluorogenic rate. Potency, µM (titrated, usually from 57.5 µM), for the others: at the top dose activity change, negative = inhibition, actives largely listed as inhibitors. 75,000 tested, 0.03% active. AID 900;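 also: potency is read from the fitted curve at half-maximal effect; plate controls were vehicle for no effect and no substrate for full effect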
Luciferase inh – inhibitors of firefly luciferase | purified firefly luciferase, luminescence, 8 min | 72,000 tested, 2.2% active | AID 411 | Potency, µM (highest dose often 57.1 µM), without a hit: top-dose activity change, negative = inhibition, most hits filed as inhibitors; also: potency is read from the fitted curve at half-maximal effect; % is scaled to controls: 0 for no effect and ±100 for the full control effect; nearly all actives have a fitted effect of over 40% in size
Target sequence (P08659 whole entry, looked up): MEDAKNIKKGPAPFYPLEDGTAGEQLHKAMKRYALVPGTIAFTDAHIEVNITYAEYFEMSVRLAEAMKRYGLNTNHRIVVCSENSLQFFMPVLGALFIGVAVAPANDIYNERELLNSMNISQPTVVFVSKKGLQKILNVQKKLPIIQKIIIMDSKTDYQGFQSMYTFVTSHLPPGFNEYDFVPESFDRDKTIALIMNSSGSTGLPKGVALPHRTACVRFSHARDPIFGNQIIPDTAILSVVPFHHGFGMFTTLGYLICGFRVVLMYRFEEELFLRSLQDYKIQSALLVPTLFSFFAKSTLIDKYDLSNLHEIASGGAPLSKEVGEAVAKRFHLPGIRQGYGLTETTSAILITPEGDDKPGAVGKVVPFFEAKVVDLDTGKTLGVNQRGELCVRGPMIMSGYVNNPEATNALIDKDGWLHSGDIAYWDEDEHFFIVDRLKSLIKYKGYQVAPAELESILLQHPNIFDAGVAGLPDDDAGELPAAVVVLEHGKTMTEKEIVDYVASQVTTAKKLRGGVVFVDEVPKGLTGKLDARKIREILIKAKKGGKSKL
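Here, luciferase activity is measured as luminescence following an 8 min room-temperature reaction at 10 uM ATP, pH 7.2. Every library sample is titrated.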
USP2a inh – USP2a (human) protease inhibition; USP2a enzymatic assay, qHTS inhibition; Potency, µM (titrated, usually from 38.3 µM), inactives show top-dose activity change, negative = inhibition, hits mostly inhibitors; 60,000 tested, 0.1% active;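 also: potency is read from the fitted curve at half-maximal effect; nearly all actives have a fitted effect of over 60% in size; plate controls were DMSO for no effect and NEM full inhibition control for full effect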
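Coupled readout: USP2-cleaved Ub-PLA2 (20nM final) turns over NBD C6-HPC (20uM final), Ex 460nm/Em 535nm after 2.5 h, time-zero read flagging artifacts. Enzyme (20nM final, pH 8.0 Tris) given 30 min RT with compound first; NEM defines full inhibition.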
HEK293 cAMP ctrl – raises cAMP in parental HEK293 cells, TSHR agonist counter-screen | parental HEK293 CNG cAMP sensor, membrane potential fluorescence | AID 938 | 73,000 tested, 2.5% active | Potency, µM (titrated, usually from 57.1 µM), for inactives: at the top dose activation, most hits filed as activators; also: potency is read from the fitted curve at half-maximal effect; % of control where 0% means no effect; nearly all actives have a fitted effect of over 55% in size
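Parental HEK 293 cells stably expressing a cAMP-gated CNG channel were loaded with membrane potential dye containing 100 uM RO 20-1724 for 60 min. Compound added for 30 min; depolarization read as fluorescence intensity at 590 nm.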
An asterisk follows results filed as active; i = inactive; ? = inconclusive; nt = no result given; [ ] = another dose, or the depositor's remark. Unless noted, calls follow the shape of the dose curve; as a rule, active = well fitted curve in the direction sought with a large enough effect; inconclusive = small, poorly fitted or top-dose-only effect, or another doubt; inactive = no such curve, though single readings can be large; an effect the other way counts as inactive or inconclusive.

SMILES	ERK AVP inh	Fluorescein fluor	TexasRed autofl	Rhodamine autofl	Casp7 inh	HADH2 inhib	Tau filament bind	Caspase-1 inhib	Luciferase inh	USP2a inh	HEK293 cAMP ctrl
COc1cc(-c2nn3c(Cc4ccccc4)nnc3s2)cc(OC)c1OC	-29%	i	i	i	-1%	10µM*	87%	0%	1%	34%[activator]	12%
Cc1ccccc1NS(=O)(=O)c1ccc(F)cc1	-3%	?	i	i	-5%	21%	2%	-1%	0%	4%	3%
COc1ccc(Nc2nc(N)nc(SCc3nnc(C)s3)n2)cc1	-18%	?	?	i	7%	5%	-10%	1%	-24%	-4%	5%
COc1cccc(-c2nnc(SCC(=O)Nc3cc(C)ccc3OC)n2N)c1	8%	i	i	i	0%	8%	4%	0%	1%	-2%	?
CCOC(=O)c1ccccc1NC(=O)c1cn(CC)c2nc(C)ccc2c1=O	-27%	i	i	i	-2%	6%	8%	-1%	1%	4%	-1%
COCCNC(=O)C(C)OC(=O)c1cc2occc2n1C (configuration not stated)	-2%	i	i	i	1%	-1%	-6%	-1%	4%	-15%	?
COc1ccc(NC(=O)N2CCCC3(CCN(C(=O)c4cccn4C)CC3)C2)cc1	-2%	i	i	i	0%	16%	2%	-1%	2%[11.4 µM]	21%	-11%
Cc1ccc2nc(N3CCOCC3)c3nncn3c2c1	?	nt	nt	nt	-2%	-6%	10%	5%	-2%	nt	-2%
COC(=O)COc1ccc(S(=O)(=O)Nc2ccccc2C(=O)OC)cc1	-7%	i	i	i	0%	-20%	9%	0%	1%	-3%	-2%
Cc1cc(NC(=O)COn2nnc3ccc(Cl)cc32)no1	22%	?	?	i	-1%	-6%	9%	1%	0%	-4%	-5%
O=C(Nc1ccc2c(c1)OCO2)N1CCN(S(=O)(=O)c2ccc(Cl)cc2)CC1	9%	?	?	i	0%	11%	33%	0%	-15%	-3%	4%
N#Cc1nc(COc2ccc(Cl)cc2Cl)oc1N1CCOCC1	?	i	i	i	-2%	-1%	13%	-5%	-4%	2%	?
COCCN1C(=O)c2oc3ccccc3c(=O)c2C1c1ccc(O)c(OC)c1 (configuration not stated)	nt	nt	nt	nt	0%	-19%	-21%	-2%	1%	nt	7%
CCN(CC)CCCNC(CC(=O)O)C(=O)O (configuration not stated)	9%	i	i	i	2%	1%	2%	3%	3%	-9%	-1%
O=C(NCc1cccnc1)c1cc(-c2ccccc2)on1	-1%	i	i	i	-1%	6%	9%	0%	5%	-3%	-2%
COc1cccc(-n2nnnc2SCC(=O)c2cc(OC)ccc2OC)c1	-5%	i	i	i	1%	20%	19%	1%	1%	-6%	?
O=C(NCc1ccco1)C(c1cccnc1)N(C(=O)Cn1nnc2ccccc21)c1ccccc1 (configuration not stated)	9%	i	?	i	2%	-2%	-4%	-1%	2%	nt	24%
COC(=O)[C@@]1(Cc2ccc(F)cc2)[C@H]2c3cc(C(=O)N(C)C)n(Cc4ccc(OC)c(OC)c4)c3C[C@H]2CN1C(=O)c1ccccc1	7%	nt	nt	nt	-9%	15%	15%	-3%	nt	nt	16µM*
COc1cc(C2C3=C(Nc4ncnn42)c2ccccc2CC3)cc(OC)c1OC (configuration not stated)	13%	i	i	i	0%	?	-25%	0%	-2%	13%	17%
COC(=O)C1=C(C)N=C2SCCC(=O)N2C1c1ccc(C(=O)OC)cc1 (configuration not stated)	-10%	i	i	i	-2%	-10%	0%	0%	2%	8%	12%
CNCC[C@H](Oc1ccccc1C)c1ccccc1	7%	i	?	i	3%	-3%	-10%	-2%	-1%	-4%	11%
Cn1c(SCC(=O)Nc2ccc(F)cc2)nnc1-c1cccnc1	-1%	nt	nt	nt	-2%	-6%	5%	-4%	0%	nt	6%
COC(=O)c1c(C)[nH]c(C(=O)COC(=O)Cc2ccc3c(c2)OCCO3)c1C	-22%	i	i	i	-4%	11%	-15%	-2%	-2%	24%	?
COc1ccc(C2C(C(N)=O)=C(C)Nc3nc(-c4ccccc4Cl)nn32)c(OC)c1 (configuration not stated)	-7%	nt	nt	nt	-1%	1%	-10%	1%	1%	nt	2%
Cn1c(CNc2ccccn2)c(C#N)c2ccccc21	-18%	?	i	i	-2%	4%	28%	3%	2%	-4%	0%

A different layout for part of the listing above.
Each structure is followed by: ERK AVP inh | Fluorescein fluor | TexasRed autofl | Rhodamine autofl | Casp7 inh | HADH2 inhib | Tau filament bind | Caspase-1 inhib | Luciferase inh | USP2a inh | HEK293 cAMP ctrl
COc1ccc(Nc2nc(N)nc(SCc3nnc(C)s3)n2)cc1
  -18% | ? | ? | i | 7% | 5% | -10% | 1% | -24% | -4% | 5%
COc1cccc(-c2nnc(SCC(=O)Nc3cc(C)ccc3OC)n2N)c1
  8% | i | i | i | 0% | 8% | 4% | 0% | 1% | -2% | ?
CCOC(=O)c1ccccc1NC(=O)c1cn(CC)c2nc(C)ccc2c1=O
  -27% | i | i | i | -2% | 6% | 8% | -1% | 1% | 4% | -1%
COCCNC(=O)C(C)OC(=O)c1cc2occc2n1C (configuration not stated)
  -2% | i | i | i | 1% | -1% | -6% | -1% | 4% | -15% | ?

Continuation.
SMILES	ERK AVP inh	Fluorescein fluor	TexasRed autofl	Rhodamine autofl	Casp7 inh	HADH2 inhib	Tau filament bind	Caspase-1 inhib	Luciferase inh	USP2a inh	HEK293 cAMP ctrl
CCc1ccc2c(c1)CCCN2C(=O)c1ccccc1C(=O)O	12%	i	i	i	-23%	0%	-16%	?	-2%	5%	?
COc1ccc(C(=O)NCc2cn3c(C)csc3n2)cc1OC	?	i	i	i	1%	4%	-2%	0%	3%	10%	-1%
O=C(CCN1C(=O)c2ccccc2S1(=O)=O)N1CCN(c2ccccc2)CC1	-3%	i	i	i	2%	0%	-22%	-1%	1%	6%	2%
O=C(O)C1C2C=CC(C2)C1C(=O)Nc1ccc(C(=O)N2CCCCC2)c(Cl)c1 (configuration not stated)	-7%	i	i	i	0%	5%	-15%	1%	1%	-7%	9%
Cc1cc(Cl)ccc1OCC(=O)Oc1c(Cl)c(Cl)c(Cl)c(Cl)c1Cl	3%[11.5 µM]	i	i	i	-2%[11.5 µM]	-13%[11.4 µM]	8%[11.4 µM]	-1%[11.5 µM]	0%[11.4 µM]	nt	-2%[11.4 µM]
CCOc1nc(Nc2ccc(-c3nc4ccccc4o3)cc2)nc(N2CCOCC2)n1	-5%	i	i	i	-2%	32µM*	74%	2%	0%	32%[activator]	15%
Cc1oc2c(O)c(O)ccc2c(=O)c1-c1cnn(-c2ccccc2)c1	-10%	nt	nt	nt	-2%	16µM*	-14%	-1%	-4%	12%	-32%[inhibitor]
C=CCn1c(C)cc(C(=O)COc2ncnc3sccc23)c1C	6%	i	?	i	-4%	-8%	-8%	-1%	13µM*	27%	3%
O=C(c1cnccn1)N1CCC[C@@]2(CCN(Cc3ccccc3)C2)C1	17%	i	i	i	0%	-1%	2%	-4%	1%[11.4 µM]	5%	7%
N#CC1=C(N)NC(SCC(=O)O)=C(C#N)C12CCCC2	-11%	?	i	i	-6%	?	15%	-4%	1%	-9%	1%
COc1ccc(-c2nc(NC(=O)c3cc(C(C)(C)C)nn3C)sc2C)cc1	?	i	i	i	0%	?	-7%	-2%	-1%	nt	4%
C=CCOC(=O)CC(NC(=O)c1ccccc1)c1ccccc1 (configuration not stated)	1%	nt	nt	nt	1%	-5%	3%	-1%	2%	5%	23%
Cc1noc(C)c1C(=O)NC1CCCc2ccccc21 (configuration not stated)	-8%	?	i	i	-2%	2%	-1%	0%	-1%	-8%	2%
O=S(=O)(c1cccc(-c2nc3n(n2)Cc2ccccc2-3)c1)N1CCCC1	-5%	i	i	i	2%	?	4%	-1%	1%	-7%	6%
Cc1nc(N2CCC(C)CC2)c2oc3ccccc3c2n1	-12%	?	i	i	-2%	-22%	44%	-2%	2%	4%	25µM*
CCN1C(=O)C2(C(C#N)=C(N)Oc3n[nH]c(COC)c32)c2ccccc21 (configuration not stated)	2%	i	?	i	1%	-7%	0%	-2%	2%	0%	0%
Cc1ccc(NC(=O)N2CCC(C(=O)NCc3ccccc3)CC2)cc1	27%	?	i	i	1%	27%	-13%	-1%	0%	-1%	3%
C=CCn1c(=O)c2ccccc2n2c(SCC(=O)NCc3cccs3)nnc12	-19%	?	i	i	-3%	-1%	-8%	0%	-4%	14%	24%
CCCCC(=O)NCCNc1nc2c(c(=O)n(C)c(=O)n2C)n1Cc1ccc(F)cc1	-26%	i	i	i	0%	3%	5%	-2%	3%	4%	1%
CCOC(=O)c1oc2ccccc2c1NC(=O)c1cc(OC)cc(OC)c1	-8%	i	i	i	-3%	?	38%	-3%	1%	69%[activator]	?
Clc1ccc(OCc2nnc(SCc3nnc(-c4ccccc4)o3)o2)c(Cl)c1	-17%	i	i	i	-12%	-1%	22%	-4%	-3%	5%	?
Cc1ccc(S(=O)(=O)N2CCN(C(=O)CSc3nnc(C)s3)C2)cc1	nt	nt	nt	nt	0%	-3%	9%	-2%	-1%	nt	2%
COC(=O)c1ccccc1NC(=O)C1CCN(C(=O)c2cc(OC)c(OC)c(OC)c2)CC1	?	nt	nt	nt	-1%	?	8%	-2%	-1%	12%	?

Some of the compounds tested, so the mix of outcomes need not match the whole.
